High-throughput results as filed in PubChem BioAssay.
Kir21 block – blocks the mouse Kir2.1 inward-rectifier potassium channel; hit rate 0.85% among 310,000; B-score at 10 µM; P35561; AID 1672; HEK293-Kir2.1, FluxOR thallium flux fluorescence; stronger effect = lower value;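 active means fluorescence ratio B-score at or below minus 3 SD of library scores, with starting-brightness B-score within 2 SD, cut at about -4.2 in these data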;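 further: channel flux triggered by added potassium and thallium sulfate stimulus; B-score of peak minus minimum fluorescence over baseline after thallium stimulus; more negative B-score means stronger Kir2.1 block with less thallium influx; some compounds called inactive have numbers as strong as hits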
Target sequence (P35561 whole entry, looked up): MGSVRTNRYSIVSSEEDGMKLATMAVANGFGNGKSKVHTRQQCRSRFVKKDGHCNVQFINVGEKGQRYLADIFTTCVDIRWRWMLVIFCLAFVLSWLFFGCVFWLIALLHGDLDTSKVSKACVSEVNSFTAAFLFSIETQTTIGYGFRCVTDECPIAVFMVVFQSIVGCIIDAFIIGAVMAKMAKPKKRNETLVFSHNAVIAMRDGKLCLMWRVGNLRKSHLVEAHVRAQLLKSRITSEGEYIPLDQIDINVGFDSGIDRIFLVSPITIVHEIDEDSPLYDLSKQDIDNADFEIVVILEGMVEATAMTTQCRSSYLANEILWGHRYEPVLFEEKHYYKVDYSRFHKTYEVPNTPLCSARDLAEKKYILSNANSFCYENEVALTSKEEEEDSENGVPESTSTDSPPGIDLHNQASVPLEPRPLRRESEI
STK33 kinase inh – blocks human STK33 kinase activity | inhibition, % at 10 µM | hit rate 0.073% among 320,000 | Q9BYT3 | purified STK33, MBP phosphorylation, ADP-Glo luminescence;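 active means inhibition at or above 25%, using the most active replicate where run in duplicate; inactive means inhibition below 25%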
Target sequence (Q9BYT3 whole entry, looked up): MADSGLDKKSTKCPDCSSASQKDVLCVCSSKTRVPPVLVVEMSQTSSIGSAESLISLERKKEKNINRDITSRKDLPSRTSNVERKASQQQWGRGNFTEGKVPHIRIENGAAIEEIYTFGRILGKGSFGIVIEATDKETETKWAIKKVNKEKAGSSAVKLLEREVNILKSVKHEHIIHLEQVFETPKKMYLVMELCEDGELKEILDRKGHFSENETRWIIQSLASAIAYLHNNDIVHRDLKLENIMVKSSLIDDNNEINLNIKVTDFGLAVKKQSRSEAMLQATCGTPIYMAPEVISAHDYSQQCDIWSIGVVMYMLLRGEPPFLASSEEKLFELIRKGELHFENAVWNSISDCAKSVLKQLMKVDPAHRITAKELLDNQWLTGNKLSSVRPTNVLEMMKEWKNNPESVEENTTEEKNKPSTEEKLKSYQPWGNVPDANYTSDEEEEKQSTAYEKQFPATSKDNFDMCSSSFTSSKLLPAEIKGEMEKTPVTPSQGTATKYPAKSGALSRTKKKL
KCNQ2 block – KCNQ2 channel blockers in CHO-K1 cells – cell-based, FluxOR thallium flux, B-score, primary screen (AID 2156); hit rate 1.1% among 310,000; O88943; 20 min; stronger effect = lower value; B-score at 10 µM;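 active means fluorescence ratio B-score at most minus 3 library SDs, with starting brightness B-score within 2 library SDs, cut at about -5.5 in these data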
Starred values were filed as active, the others as inactive; i = inactive; . = not tested or not shown.

SMILES	Kir21 block	STK33 kinase inh	KCNQ2 block
O=C(NCc1ccccc1Cl)C1CCCN(C(=O)Nc2ccc(F)cc2)C1 (stereo not given)	0.26	-1.3	i
CC1(C)C2CCC(C2)C1(C)NC(=O)C[N+](C)(C)C (stereo not given)	-1.1	.	i
O=C(Nc1c(F)c(F)c(F)c(F)c1F)C1CCCCC1	1.3	0.3	i
Cc1ccccc1C(=O)NC(NCC1CCCO1)C(Cl)(Cl)Cl (stereo not given)	-1.4	0.4	i
O=C(CNC(=O)c1cccs1)NCC(=O)OCc1c(F)cccc1Cl	1.2	-2.3	i
CCc1nc(-c2ccccc2)c2ccccn12	-0.54	-0.9	i
COc1ccc(C(=O)/C=C/Nc2ccc([N+](=O)[O-])cc2)cc1	-0.37	-2.0	i
O=C(CC1SC(=NCC2CCCO2)NC1=O)Nc1cccc2ccccc12 (stereo not given)	0.84	-0.6	i
C=CCNC(=O)CSc1nc2sc3c(c2c(=O)n1CCCOC)CCC3	1.2	-0.3	i
O=C(/C=C/c1ccccc1)c1ccc2c(c1)OCCCCO2	1.6	1.2	i
Cc1ccc(OCc2ccc(C#N)cc2)c(C(=O)c2cc(C#N)c(=O)n(C3CC3)c2)c1	-0.15	2.2	i
CCCc1nc2c(s1)CCc1onc(-c3ccc(Cl)cc3)c1-2	0.47	2.7	i
CCn1c(SCC(=O)c2cc(OC)ccc2OC)nnc1C1CC1	-3.6	1.4	i
Cc1cc(C)n(CCc2nc(-c3cc4ccccc4o3)cs2)n1	-0.18	-0.1	i
CN(C)S(=O)(=O)c1ccc(-c2csc(N/N=C/c3ccco3)n2)cc1	-1.6	-1.1	i
CCOC(=O)C1CCCCN1Cc1cn(C)nc1-c1ccccc1F (stereo not given)	-2.2	-1.9	i
COc1ccc(NC(=O)/C(C#N)=C/c2ccc(-c3ccc(Cl)c(C(=O)O)c3)o2)cc1	-0.15	8.7	i
O=S(=O)(/N=C(/c1ccccc1)N1CCCCCC1)c1ccccc1	1.6	-2.3	i
COc1ccc(C)cc1C1=Nc2ccccc2C1(C)C	-5*	-2.0	i
COc1cccc(N2CCN(C3CC(=O)N(c4ccc(Cl)cc4)C3=O)CC2)c1 (stereo not given)	-1	-2.5	i
COc1ccc(/C=C/C2=NN(C)C(=O)CC2)cc1	1.6	1.4	i
CC(C)n1c(SCC(=O)NC2CC2)nnc1C1CC1	-1.2	0.1	i
CCOC(=O)C1=C(C)NC(SCC(N)=O)=C(C#N)C1c1ccccc1 (stereo not given)	1.1	0.6	i
Cc1cnc(Nc2nc3ccccc3o2)nc1C(=O)Nc1cccc(C(F)(F)F)c1	0.18	-0.3	i
O=C(COc1ccc(Br)cc1)NCCCNC(=O)c1cccnc1	0.83	-3.2	i
O=C(CCC1CCCCC1)NCCN1C2=NC[C@H](Cc3ccccc3)N2C[C@H]1Cc1ccc(O)cc1	-3.4	-0.4	i
CCOc1cc(/C=C2/C(=N)N3OC(C)=CC3=NC2=O)ccc1OC	0.73	-0.3	i
Cc1cccc(CS(=O)(=O)c2ncc(Cl)c(C(=O)Nc3ccc(F)cc3)n2)c1	1.3	.	i
Oc1ccccc1C1Nc2cccc3cccc(c23)N1	-0.67	0.0	i
O=C(CNC(=O)c1ccccc1)NCc1ccc(Cl)cc1	0.06	-0.8	i
Cc1nc(N)nc(C)c1Cc1ccccc1	-1.4	-0.3	i
CCS(=O)(=O)N1CCC(c2nc3ccccc3[nH]2)CC1	1.6	-0.2	i
CCN(CC)C(=O)C1CCCN(Cc2ccccc2F)C1 (stereo not given)	-1.6	-0.4	i
N#Cc1nc(-c2ccccc2F)oc1N1CCCCC1	1.4	0.1	i
OCCC1CN(Cc2cnc(-c3ccccc3)s2)CCN1Cc1ccccc1 (stereo not given)	0.1	-0.6	i
CN(C)CCNc1nc2sc3c(c2c(=O)n1-c1ccc(F)cc1)CCCCC3	-1.9	1.1	i
CCOC(=O)COn1c(=O)c(-c2ccc(Br)cc2)[n+]([O-])c2ccccc21	0.81	-1.0	i
Cc1cc(C)n2nc(SCc3nnc(SCc4ccccc4)s3)nc2n1	-1.4	-0.4	i
CCC(C)NC(=O)CSC1=Nc2ccccc2C2=NC(c3ccccc3)C(=O)N12 (stereo not given)	-1.2	-0.4	i
O=C(Nc1ccc2c(c1)C(=O)N(CC1CCCO1)C2=O)c1ccc(Cl)c(Cl)c1 (stereo not given)	1.2	-1.9	i
COc1ccc(S(=O)(=O)N2CCOCC2)cc1NC(=O)Cn1nnc2ccccc2c1=O	1.4	0.1	i
CS(=O)(=O)c1ccc(C(=O)OCc2nnc(-c3ccc(Cl)cc3)o2)cc1[N+](=O)[O-]	-1.1	1.3	i
O=C(CSc1nnc2ccccn12)NC(=O)NC1CCCC1	0.39	6.8	i
CCn1cc(C(=O)NC2CCCCCC2)c2cc(OC)c(OC)cc2c1=O	0.65	2.1	i
CSc1nsc(SCC(=O)Nc2ccc(C(=O)O)cc2)n1	0.73	-4.9	i
Cc1cccc(-c2noc(CNC(=O)COc3ccccc3C)n2)c1	-0.22	-2.2	i
C/C(=N\O)c1ccc2c(c1)CC(C)O2 (stereo not given)	-0.52	-0.6	i
COc1ccccc1-c1ccc(SCc2ccc(F)cc2)nn1	-0.38	-1.2	i
CC12C(=O)N(c3ccc(OC(=O)c4ccco4)cc3)C(=O)C1C1c3ccccc3C2c2ccccc21 (stereo not given)	-3	0.0	i
CCCC1S/C(=N/N=C/c2ccc(C)cc2)N(Cc2ccc(OC)cc2)C1=O (stereo not given)	-0.4	-0.8	i
Carrying on.
SMILES	Kir21 block	STK33 kinase inh	KCNQ2 block
CCC(C)NC(=O)C1CCN(S(=O)(=O)N2CCOCC2)CC1 (stereo not given)	-3.1	-2.7	i
COc1ccc(CC(=O)NNS(=O)(=O)c2ccc(F)cc2)cc1OC	-0.65	-2.0	i
C/C(=N\NC(=O)CNc1ccc(F)cc1)c1cc2ccccc2o1	-0.14	-0.8	i
O=C(Nc1ccccc1)N(Cc1ccc(Cl)cc1)CC(O)C(F)(F)F (stereo not given)	2.2	0.4	i
CCOc1ccc(NC(=O)CSc2nnc(-c3ccccn3)n2C)cc1	-0.84	0.0	i
COC(=O)c1ccc(N/N=C/c2cc([N+](=O)[O-])cc(OC)c2O)cc1	0.64	-0.6	i
CC1(C)NC(=O)N(CC(O)COc2cc3ccccc3cc2C(=O)N2CCCCC2)C1=O (stereo not given)	0.75	-3.7	i
CCOc1ccc(NS(=O)(=O)c2ccc(C(=O)NCCN3CCOCC3)cc2)cc1	0.35	-0.4	i
Cc1ccc(OCC(=O)N2CCCCCCC2)cc1C	0.16	-1.0	i
COc1ccc(Cc2nnc(NC(=O)c3ccco3)s2)cc1	-4.2	-1.2	i
O=C(CN1C(=O)C2CC=CCC2C1=O)N1CCN(c2ccc([N+](=O)[O-])cc2)CC1 (stereo not given)	-0.27	-1.0	i
COc1ccc(S(=O)(=O)NCc2cccnc2)cc1NC(=O)c1ccccc1	0.37	0.6	i
CC1=C(C(=O)OC(C)(C)C)C(c2ccc3ccccc3c2)NC(=O)N1C (stereo not given)	-1.8	0.9	i
CN(c1ccccc1C(=O)Nc1ccccc1-c1ccccc1)S(C)(=O)=O	0.68	-2.7	i
Cc1ccc(C)c(OCC(=O)Nc2ccc3c(c2)OCO3)c1	0.13	-0.7	i
COc1ccc(N2CCN(C(c3cccs3)C(C)NS(=O)(=O)c3ccccc3)CC2)cc1 (stereo not given)	-1.2	-0.3	i
COc1cccc(CN(C)C(=O)c2ccc(OCC(=O)Nc3cccc(C(F)(F)F)c3)c(OC)c2)c1	-0.03	-1.2	i
COc1cccc(Cn2cnc3c(NS(=O)(=O)c4ccc(Cl)cc4Cl)c(C)c(C)cc32)c1	1.7	-0.6	i
CCOC(=O)c1ccccc1NC(=O)CSc1nnc(COc2ccccc2C)n1C	-2.7	-1.9	-7.1*
CCN(Cc1ccccc1)C(=O)c1cccc(OC2CCN(C(=O)C3CC3)CC2)c1	0.63	-1.0	i
N#Cc1nc(COc2ccc(F)cc2)oc1N1CCCCC1	-0.32	-0.8	i
O=C1Nc2cc(Cl)c(Cl)cc2N(O)N1c1cc(Cl)cc(Cl)c1	0.14	-1.1	i
O=C(COc1ccc(-n2cnnn2)cc1)NC(=O)NCc1ccccc1	1.8	-1.8	i
O=C(CN(C(=O)CCC(=O)Nc1ccccn1)c1cccc(F)c1)NCc1ccc2c(c1)OCO2	2.7	0.2	i
S=c1[nH]nc(Nc2ccc(Cl)cc2)s1	1.9	-1.0	i
Cc1sc2ncnc(OCC(=O)N3CCN(C(=O)c4ccco4)CC3)c2c1C	0.3	1.0	i
O=c1c(C=Nc2ccc(Cl)cc2)c[nH]n1-c1cccc(Cl)n1	0.29	-1.8	i
O=C(OCC(=O)N1CCCC1)c1c2c(nc3ccccc13)CCCCC2	0.05	1.4	i
COc1ccccc1N1CCN(C(=O)CCS(=O)(=O)c2ccc3c(c2)NC(=O)C(C)S3)CC1 (stereo not given)	1.4	0.8	i
O=C(O)c1cccc(-n2cccc2/C=C2/SC(=O)N(CC(=O)N3CCCC3)C2=O)c1	0.88	-2.6	i
CCn1c(=O)c2c(nc3n2CCCN3Cc2ccccc2)n(C)c1=O	-0.13	-0.7	i
COCc1cc(=O)n2[nH]c(-c3ccc(C)cc3)cc2n1	-0.4	-0.4	i
COc1ccc(/C=C/c2nc(N)nc(-c3ccccc3O)n2)cc1	-3.1	-0.2	i
CN(C)c1ccc(-c2nnn(CC(=O)N3c4ccccc4CCc4ccccc43)n2)cc1	-1.3	-0.5	i
CC(NC(=O)COc1ccc(-c2nnco2)cc1)c1ccc(Cl)cc1Cl (stereo not given)	-2.6	-0.8	i
Cc1nc2c(ncn2-c2ccccc2)c(=O)n1NC(=O)CN1CCCCC1	-2.5	-2.6	i
COc1ccccc1NC(=O)C(=O)NCCC1CCCCN1S(=O)(=O)c1ccccc1 (stereo not given)	-1.8	-1.6	i
COc1ccc(-c2csc(NCc3ccco3)n2)cc1C	-0.09	-1.4	i
O=C(CCCc1ccccc1)NCCS(=O)(=O)N1CCN(c2ccc(F)cc2)CC1	-1.6	0.5	i
O=C(Nc1ccccc1Cl)NC1(C(=O)N2CCOCC2)CCCCC1	-0.67	0.6	i

In the list so far, these contain a furan ring, fused or not.
SMILES	Kir21 block	STK33 kinase inh	KCNQ2 block
Cc1cc(C)n(CCc2nc(-c3cc4ccccc4o3)cs2)n1	-0.18	-0.1	i
CN(C)S(=O)(=O)c1ccc(-c2csc(N/N=C/c3ccco3)n2)cc1	-1.6	-1.1	i
COc1ccc(NC(=O)/C(C#N)=C/c2ccc(-c3ccc(Cl)c(C(=O)O)c3)o2)cc1	-0.15	8.7	i
CC12C(=O)N(c3ccc(OC(=O)c4ccco4)cc3)C(=O)C1C1c3ccccc3C2c2ccccc21 (stereo not given)	-3	0.0	i
C/C(=N\NC(=O)CNc1ccc(F)cc1)c1cc2ccccc2o1	-0.14	-0.8	i
COc1ccc(Cc2nnc(NC(=O)c3ccco3)s2)cc1	-4.2	-1.2	i
Cc1sc2ncnc(OCC(=O)N3CCN(C(=O)c4ccco4)CC3)c2c1C	0.3	1.0	i
COc1ccc(-c2csc(NCc3ccco3)n2)cc1C	-0.09	-1.4	i

Additional structures.
SMILES	Kir21 block	STK33 kinase inh	KCNQ2 block
CS(=O)(=O)c1ccc(NCC2CCCO2)c([N+](=O)[O-])c1 (stereo not given)	1.7	-2.6	i
C/C(=N\NC(=O)Cn1c(-c2ccccn2)nc2ccccc21)c1cccc(O)c1	0.74	-0.7	i
CCCCNC(=S)N/N=C/c1cc(C)ccc1C	2.9	-1.3	i
Nc1nc(CSc2nnnn2-c2ccc(Cl)cc2)nc(N2CCOCC2)n1	0.15	-2.1	i
COc1cccc(C(CC(=O)O)NS(=O)(=O)c2ccc3c(c2)N(C(C)=O)CC(C)O3)c1 (stereo not given)	0.28	0.3	i
Cc1ccc(-c2csc(N/N=C/c3ccco3)n2)cc1	0.06	-0.6	i
COc1cc(N/N=C(\C)c2ccc(N)cc2)nc(-c2ccccc2)n1	0.84	0.1	-6.8*
CCOc1cc2[nH]c(=S)n(CCN3CCC(C)CC3)c(=O)c2cc1OCC	-3.4	-2.0	i
CC(=O)N1CCOc2ccc(S(=O)(=O)N3CCCC(C)C3)cc21 (stereo not given)	-0.3	0.6	i
CCNC(=S)N1CCC(Cc2ccccc2)CC1	-0.82	-3.7	i

Shown as a hit in Kir21 block, of those listed so far:
SMILES	Kir21 block	STK33 kinase inh	KCNQ2 block
COc1ccc(C)cc1C1=Nc2ccccc2C1(C)C	-5*	-2.0	i

Further compounds follow:
SMILES	Kir21 block	STK33 kinase inh	KCNQ2 block
CCCCOc1cccc(C2/C(=C(\O)c3ccc4c(c3)OCCO4)C(=O)C(=O)N2CCN2CCOCC2)c1 (stereo not given)	1.4	-3.3	i
CCCN(CC(=O)Nc1ccccc1C)C(=O)c1ccc(COc2ccccc2)cc1	0.44	-1.7	i
CCOC(=O)[C@@H]1[C@H]2COc3ccccc3[C@H]2N2C(=O)N(c3ccc(Cl)cc3)C(=O)[C@]12C	0	1.0	i
CC(=O)N1CCc2cc(S(=O)(=O)NC(C(=O)NC(C)c3ccccc3)C(C)C)ccc21 (stereo not given)	2.1	-2.4	i
CCOc1ncccc1C(=O)NCCc1c[nH]c2ccccc12	1.4	-0.2	i
O=C(CNC(=O)C(c1ccccc1)c1ccccc1)OCc1ccccc1	1.1	-1.2	i
